Screens (PubChem)
Growth percent in the NCI-60 one-dose screen (48 h, 10 µM unless noted): 100 = growth as untreated, 0 = no growth, -100 = all killed.
RPMI-8226: RPMI-8226 leukemia cells. 77,000 compounds, 7.5% hits. AID 1794781
HOP-62: HOP-62 NSCLC. 80,000 compounds, 3.9% hits. AID 1794735
MOLT-4: MOLT-4 leukemia cells; 80,000 compounds, 6.9% hits
M14: M14 melanoma. 80,000 compounds, 6.2% hits
A549/ATCC: A549/ATCC NSCLC. 81,000 compounds, 3.7% hits. AID 1794740
* marks the source's active call; other numbers are inactive results; nt = no result given. Rule for the calls: active = growth percent below 10; inactive = the rest. An excerpt, so the mix of outcomes need not match the whole.

SMILES	RPMI-8226	HOP-62	MOLT-4	M14	A549/ATCC
O=C(Oc1ccc([N+](=O)[O-])cc1)c1ccc(C[n+]2ccccc2)cc1	nt	98	97	107	nt
O=[N+]([O-])c1ccc(NN=C(CO)CO)c([N+](=O)[O-])c1	nt	115	97	101	nt
C=CCON(C)c1ccccc1	nt	97	98	101	nt
CCOC(=O)c1ccc(N2C(=O)CC(Sc3ccccc3N)C2=O)cc1 (stereo not given)	nt	104	76	97	nt
CCOC(OCC)N(C)C	nt	nt	80	106	108
CSC(=N\N=C\c1c(F)cccc1Cl)/N=C/N(C)C	117	nt	nt	105	100

Quoted at random: 3 records from the list, in no set order.
SMILES	RPMI-8226	HOP-62	MOLT-4	M14	A549/ATCC
C=CCON(C)c1ccccc1	nt	97	98	101	nt
O=C(Oc1ccc([N+](=O)[O-])cc1)c1ccc(C[n+]2ccccc2)cc1	nt	98	97	107	nt
CCOC(OCC)N(C)C	nt	nt	80	106	108
